PAFAH1B2 FP inh: inhibitors of human PAFAH1B2 | P68402 | recombinant PAFAH1B2, FP-rhodamine activity probe, fluorescence polarization | inhibition, % at 3.39 µM | 340,000 compounds, 1.2% hits | AID 492953;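 active means inhibition above the mean of all tested compounds plus 3 SD, cut at about 24% in these data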;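 further: 0% = enzyme with DMSO and 100% = wells lacking PAFAH1B2; many of its hits are not listed in these tables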
Target sequence (P68402 whole entry, looked up): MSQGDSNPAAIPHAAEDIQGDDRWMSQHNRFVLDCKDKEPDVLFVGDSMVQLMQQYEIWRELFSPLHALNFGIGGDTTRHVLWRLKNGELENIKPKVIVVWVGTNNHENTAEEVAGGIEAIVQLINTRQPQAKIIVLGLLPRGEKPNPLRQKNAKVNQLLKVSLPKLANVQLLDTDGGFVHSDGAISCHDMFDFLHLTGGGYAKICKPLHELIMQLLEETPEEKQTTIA
LYPLA1 inh: counter-screen for PME1 inhibitors: inhibitors of human LYPLA1; recombinant LYPLA1, FP-Rh probe fluorescence polarization; inhibition, % at 5.9 µM; AID 2174; O75608; 320,000 compounds, 0.16% hits;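 active means inhibition above the mean of all tested compounds plus 3 SD, set per campaign, cut at about 14% in these data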;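 further: inhibitors block serine hydrolase probe labeling of LYPLA1 so polarization falls; 0% = enzyme with DMSO and 100% = wells lacking LYPLA1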
Target sequence (O75608 whole entry, looked up): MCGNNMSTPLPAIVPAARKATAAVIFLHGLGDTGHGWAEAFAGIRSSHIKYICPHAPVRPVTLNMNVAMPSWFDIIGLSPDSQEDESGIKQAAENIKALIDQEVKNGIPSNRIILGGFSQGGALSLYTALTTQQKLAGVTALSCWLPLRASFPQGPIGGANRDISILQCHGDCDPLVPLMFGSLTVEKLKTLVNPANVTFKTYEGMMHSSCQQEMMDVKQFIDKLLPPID
GSTO1 inh: blocks human GSTO1 in RBBP9 counter-screen; P78417; inhibition, % at 5.96 µM; AID 1974; 300,000 compounds, 1.1% hits; recombinant GSTO1, activity-based probe fluorescence polarization;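 active means inhibition above the campaign mean inhibition plus 3 SD, cut at about 35% in these data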;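 further: 0% = GSTO1-1 with DMSO and 100% = wells lacking GSTO1-1 enzyme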
pPAFAH inh: pPAFAH (human) enzyme inhibition. inhibition, % at 3.39 µM. Q13093. recombinant pPAFAH, FP-rhodamine probe fluorescence polarization. AID 463082. 330,000 compounds, 1.5% hits;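 active means inhibition above the mean inhibition across the screen plus 3 SD, cut at about 25% in these data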;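 further: inhibitors block binding of the rhodamine activity-based probe so polarization drops; 0% = enzyme with DMSO and 100% = wells lacking pPAFAH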
PAFAH2 FP inh: PAFAH2 (human) inhibition; Q99487; recombinant PAFAH2, FP-rhodamine activity probe, fluorescence polarization; inhibition, % at 3.39 µM; 340,000 compounds, 0.99% hits; AID 492956;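 active means inhibition above the mean over all tested compounds plus 3 SD, cut at about 30% in these data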;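 further: inhibitors block probe labeling of enzyme so polarization drops; 0% = enzyme with DMSO and 100% = wells lacking PAFAH2 protein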
PAD4 inh: blocks human protein arginine deiminase 4 | 330,000 compounds, 0.41% hits | Q9UM07 | inhibition, % at 6.36 µM | recombinant PAD4, RCA probe fluorescence polarization;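 active means percent inhibition above a cutoff equal to the mean of all tested compounds plus 3 SD, cut at about 15% in these data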;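 further: 0% = PAD4 with RCA probe and DMSO and 100% = probe without PAD4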
PREPL inh: inhibits the human prolyl oligopeptidase-like enzyme; Q4J6C6; recombinant PREPL, fluorescence polarization activity-based probe; inhibition, % at 5.96 µM; 320,000 compounds, 0.68% hits; in the data active means inhibition above about 43%;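 further: 0% = enzyme with DMSO and 100% = wells lacking enzyme; many of its hits are not listed in these tables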
PAFAH1B3 FP inh: PAFAH1B3 (human) inhibition | Q15102 | recombinant PAFAH1B3, FP-rhodamine probe, fluorescence polarization | 340,000 compounds, 0.28% hits | inhibition, % at 3.39 µM;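 active means inhibition above the screen-wide average of all tested compounds plus 3 SD, cut at about 25% in these data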;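 further: 0% = enzyme with DMSO only and 100% = wells lacking PAFAH1B3 protein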
Target sequence (Q15102 whole entry, looked up): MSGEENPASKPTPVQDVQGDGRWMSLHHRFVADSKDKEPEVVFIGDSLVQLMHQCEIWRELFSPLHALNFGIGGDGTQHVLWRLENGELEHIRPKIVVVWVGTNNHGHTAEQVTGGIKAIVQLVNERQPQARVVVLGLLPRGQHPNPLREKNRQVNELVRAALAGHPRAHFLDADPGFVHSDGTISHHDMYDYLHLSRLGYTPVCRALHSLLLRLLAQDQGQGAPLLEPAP
LYPLA2 inh: blocks human lysophospholipase 2, a PME1 counter-screen; 320,000 compounds, 0.38% hits; recombinant LYPLA2, FP-Rh probe fluorescence polarization; inhibition, % at 5.9 µM; O95372; AID 2177;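 active means inhibition above the screen-wide mean plus 3 SD, limit set per campaign, cut at about 26% in these data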;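 further: 0% = LYPLA2 with DMSO and 100% = wells lacking LYPLA2 enzyme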
Target sequence (O95372 whole entry, looked up): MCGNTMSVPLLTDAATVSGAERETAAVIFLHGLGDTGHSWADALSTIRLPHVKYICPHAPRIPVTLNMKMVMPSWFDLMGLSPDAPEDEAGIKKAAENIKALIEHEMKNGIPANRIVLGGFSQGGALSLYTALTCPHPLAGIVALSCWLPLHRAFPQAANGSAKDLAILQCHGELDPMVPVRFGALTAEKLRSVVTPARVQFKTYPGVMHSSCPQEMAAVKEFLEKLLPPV
An asterisk follows results filed as active; nt = not tested or not shown.

compound,PAFAH1B2 FP inh,LYPLA1 inh,GSTO1 inh,pPAFAH inh,PAFAH2 FP inh,PAD4 inh,PREPL inh,PAFAH1B3 FP inh,LYPLA2 inh
CCC(=O)Nc1cc(ON=C(C)C)cc([N+](=O)[O-])c1,-4,-2,-3,7,2,-2,2,1,0
COc1ccc(C(C)=O)cc1COC(=O)CNC(=O)c1ccc(Cl)cc1,1,-2,-3,0,-3,0,-10,2,2
COC(C/C=C/[C@@H](O)COCc1ccccc1)OC,-6,0,8,2,4,0,6,15,4
CCCCc1n[nH]c2c1/C(=N/O)CC(C)(C)C2,3,3,0,0,-5,4,-1,2,4
CCOC(=O)c1c(-c2ccco2)csc1N,3,-1,3,6,-7,0,-8,4,0
O=C(CCCOc1ccc(Br)cc1)Nc1ccc(S(=O)(=O)N2CCOCC2)cc1,11,1,-11,-5,-1,0,7,6,16
CCOC(=O)c1ccc(NC(=O)CC2C(=O)N(c3cccc(OC)c3)C(=O)N2CCOC)cc1 (centres undefined),4,3,-1,-1,-6,-5,-6,7,4
Cc1ccc(Cn2c(Sc3ncccn3)nc3c2c(=O)[nH]c(=O)n3C)cc1,1,-4,-2,0,-3,0,-10,2,-6
COc1ccccc1C1c2[nH]c3ccccc3c2CCN1Cc1ccc(NC(C)=O)s1 (centres undefined),-4,-1,4,4,-2,3,2,16,-2
COc1cccc(-c2cc(C(F)(F)F)nc(NCc3ccco3)n2)c1,-6,-9,-1,5,-10,-4,9,-8,-7
Cc1ccc(NC(=O)c2c(C(=O)Nc3ccccc3)sc3nc(C)cc(=O)n23)cc1,1,1,8,2,-9,6,-44,-5,0
COc1ccccc1/C=C1\CCCC2=C1Nc1nnnn1C2c1ccccc1OC (centres undefined),5,-1,-7,1,4,-3,-2,0,2
COc1ccc(S(=O)(=O)N(C)C[C@H]2Oc3c(NC(=O)Nc4ccc5c(c4)OCO5)cccc3C(=O)N([C@H](C)CO)C[C@@H]2C)cc1,4,nt,nt,1,-1,-5,18,7,nt
Cc1nc2ccccc2c(-c2ccccc2)c1CC(=O)O,7,-4,6,3,-2,3,1,7,-2
Cc1ccc2nc(SCC(=O)Nc3ccc(Cl)cc3)nc(=O)n2c1,4,-3,7,2,-7,-2,-2,3,7
CCOC(=O)c1[nH]cnc1C(=O)Nc1ccccn1,-4,-1,3,-1,8,-2,9,3,5
COC(=O)c1ccccc1NS(=O)(=O)c1ccc2c3c(cccc13)C(=O)N2,13,-7,-5,-9,10,-4,-2,8,-9
O=C(CCN1C(=O)/C(=C/c2cccs2)SC1=S)Nc1ccc(C(=O)O)cc1,-3,0,16,7,6,-1,-17,5,7
CCCNC(=O)CCn1nc(-c2ccc(C)cc2)c2ccccc2c1=O,2,1,7,5,5,3,19,7,6
CCC(C)N(C(=O)COC(=O)c1cc([N+](=O)[O-])ccc1N)C1CCS(=O)(=O)C1 (centres undefined),2,-2,1,2,-2,2,-1,4,3
O=C(CCCOc1ccccc1)OCn1nnc2ccccc2c1=O,21,1,2,18,2,0,11,2,5
CN(C)S(=O)(=O)N1CCC(Oc2ccc(C(=O)NCCc3cscn3)cc2)CC1,0,1,3,2,3,-2,8,6,7
COc1cc(/C=C/C(=O)OCC(=O)Nc2nnc(-c3ccccc3)o2)cc(OC)c1OC,-3,0,2,1,4,-2,3,5,0
CCCCN(C)C(=O)C(Cc1ccccc1)NS(=O)(=O)c1ccc2c(c1)CCC(=O)N2 (centres undefined),5,4,1,-1,10,4,-2,2,3
N#C/C(=C\c1cccc([N+](=O)[O-])c1)C(=O)NCC1CCCO1 (centres undefined),1,-1,8,2,-1,-4,4,5,4
CCC(C(=O)OC)n1cnc2scc(-c3ccc(C)c(C)c3)c2c1=O (centres undefined),-2,-3,7,3,0,-8,0,7,-3
COc1ccccc1OC(C)C(=O)Nc1ccccc1C(=O)NCC1CCCO1 (centres undefined),0,-1,-7,1,1,-4,0,2,-2
CCOc1cc(N2CCOCC2)c(OCC)cc1NC(=O)C(NC(=O)c1ccco1)C(C)C (centres undefined),-3,1,9,3,0,-9,-7,1,-2
Nc1c(Cl)ncnc1N/N=C/c1cccnc1,-1,5,14,3,4,-5,24,2,5
Cc1cccc(COCC(Cc2ccccc2)N2CCN(C(=O)c3cccc(Cl)c3)CCC2=O)c1 (centres undefined),1,0,2,4,5,6,9,-11,-1
N#Cc1cc2cc3c(cc2nc1SCC(=O)N1CCOCC1)OCCO3,9,1,-6,-4,2,-4,21,1,-1
CCCCCC(=O)Nc1ccc(-c2csc(C)n2)cc1,0,-2,-2,5,2,-3,-2,3,1
Cc1noc(NS(=O)(=O)c2ccc(NC(=O)CSc3nnc(-c4ccccc4)n3C3CCCCC3)cc2)c1C,8,0,3,3,0,3,13,8,5
C/C(=N/Nc1nc(-c2ccccc2)cc(-c2ccc(F)cc2)n1)c1cccc(N)c1,6,-10,-5,1,-8,3,8,9,-2
CC(C)Cn1c(N)c(C(=O)CSc2n[nH]c(N)n2)c(=O)n(C)c1=O,1,-1,nt,0,8,6,10,1,-1
Cc1nc2ccccc2nc(C)c1=NO,1,1,9,5,3,-3,13,2,5
Cc1ccc2c(COC(=O)CC3Sc4ccccc4NC3=O)cc(=O)oc2c1C (centres undefined),4,-6,0,1,6,-5,-76,7,6
CCOC(=O)[C@H]1[C@H]2COc3ccc(OC)cc3[C@@H]2N2C(=O)CN(C)C(=O)[C@@]12C,6,3,nt,3,-2,0,4,13,-4
O=C(O)/C=C\C(=O)Nc1ccc(N2CCN(c3ccc(Cl)cc3)CC2)cc1,25*,6,59*,15,5,2,48*,4,6
C=CCNc1nc(-c2cccs2)c(CC(=O)O)s1,5,-2,11,0,1,3,4,5,4
CCn1c(CNC(=O)C(C)(C)C)nc2ccccc21,4,-1,3,-1,3,-3,-7,9,0
Cc1ccc(N2C(=O)N(CC(=O)NCc3ccccc3Cl)C(=O)C2C)cc1 (centres undefined),1,0,4,-1,3,0,-1,3,-1
Cc1c(CCOC(=O)c2cc([N+](=O)[O-])cc([N+](=O)[O-])c2)sc[n+]1CC(=O)c1ccc(Br)cc1,-3,2,6,11,6,0,54*,-7,11
CC1CC(C)CN(C(=O)C(C)N(C)CC(=O)Nc2ccc(Cl)cc2)C1 (centres undefined),5,1,-3,7,-3,-1,-1,9,2
CC(C)NCc1cccc([N+](=O)[O-])c1,3,1,-4,1,2,-4,3,0,-1
CCN(C[C@H]1N[C@@](C)(C(=O)OC)[C@H]2C(=O)N(C)C(=O)[C@@H]12)S(=O)(=O)c1ccc(C(F)(F)F)cc1,3,nt,nt,1,-10,-1,6,7,nt
CCOC(=O)CSc1nnc([C@H](C)NC(=O)OC(C)(C)C)o1,0,-4,5,-3,3,-2,-1,-3,-7
O=C(O)CCSCc1ccccc1F,3,0,0,0,2,1,-6,7,9
Cc1sc2ncn(CC(=O)NCc3ccccn3)c(=O)c2c1S(=O)(=O)N1CCOCC1,5,2,-9,2,2,-3,2,-3,0
O=[N+]([O-])/C=C\c1ccc(N2CCOCC2)cc1,1,0,4,0,5,-3,-2,0,3
Cc1cc(C(C)(C)C)cc(S(=O)(=O)Nc2ccc(C(=O)O)cc2)c1C,24,-1,-3,1,-6,5,1,7,7
COc1cc(OC)c2c(-c3ccccc3)cc(=O)oc2c1C(CC(=O)N1CCOCC1)c1ccc2c(c1)OCO2 (centres undefined),5,0,10,-1,-1,-6,-9,8,-1
CCN1C(=O)CS/C1=N\S(=O)(=O)c1ccc(C)cc1,0,-4,-1,-3,9,1,-7,1,-4
COc1ccc(-c2cc(N)n(S(=O)(=O)c3c(F)c(F)c(F)c(F)c3F)n2)cc1OC,-3,-24,12,-8,2,0,-2,-10,-34
CCOC(=O)c1c(C)oc(NC(=O)COc2ccc(Cl)cc2C)c1C#N,4,-2,-14,18,4,-4,11,4,0
CCCCNC(=S)Nc1ccccc1Cc1ccccc1,3,0,13,5,2,-2,4,0,5
CN1C(=O)C(O)(CC(=O)c2ccc(F)cc2)c2cc(Br)ccc21 (centres undefined),5,-1,15,3,10,3,-2,5,10
O=C(NNC(=O)c1ccc(F)cc1)c1ccncc1,6,2,4,-1,-4,1,-8,13,2
CC1CCCCC1NC(=O)COC(=O)COc1ccc(Cl)cc1 (centres undefined),17,2,-4,22,6,-2,16,2,0
O=c1c(Cc2ccccc2)c(O)nc2n1CCS2,5,-1,5,1,1,3,28,7,2

Continuation.
compound,PAFAH1B2 FP inh,LYPLA1 inh,GSTO1 inh,pPAFAH inh,PAFAH2 FP inh,PAD4 inh,PREPL inh,PAFAH1B3 FP inh,LYPLA2 inh
COc1ccc(N2C(=O)C3CCCN3C2c2ccc(C)o2)cc1 (centres undefined),2,3,-2,5,-2,-1,-1,-3,-1
c1ccc2c(c1)CCN(c1ncnc3nc[nH]c13)C2,-3,2,1,0,1,3,-6,8,2
CC(C)(ONC(=O)Nc1ccccc1Cl)C(=O)O,8,-1,8,2,-7,-5,5,9,-5
CS(=O)(=O)N1CCCC(C(=O)N2CCc3ccccc3C2)C1 (centres undefined),-6,-2,-3,0,9,2,5,9,8
O=C(Nc1ncc2c(n1)-c1ccccc1CC2)c1ccc(F)cc1,4,-2,-3,-4,0,-3,-10,6,4
COc1ccccc1CCNC(=O)c1cnn2c(C(F)F)cc(C)nc12,-1,-3,-2,2,10,-3,15,-5,-3
C[C@@H](CN1CCC(Cc2ccccc2)CC1)[C@@H](O)c1ccc(O)cc1,4,-5,-4,-4,-3,-3,4,8,2
CCCc1nnc(NC(=O)C2CCCO2)s1 (centres undefined),1,-4,-1,-2,6,1,1,1,-12
CC1CC(C)CN(CCCNC(=O)c2cc3c(s2)-c2ccccc2OC3)C1 (centres undefined),-3,-5,0,0,-2,-8,39,5,-2
Cc1ccc(NCN2C(=O)C3CC=CCC3C2=O)cc1 (centres undefined),5,-4,-5,2,3,-2,-26,-2,2
CC(C)(C)c1ccccc1NC(=S)NC1CCCC1,3,-1,-3,3,-1,-4,2,-1,4
CCOC(=O)c1ccc2[nH]c3c(c2c1)CCCC3,-1,-2,2,8,3,-2,-2,6,3
O=C(O)c1sccc1S(=O)(=O)N1CCN(c2ccc(C(F)(F)F)cn2)CC1,1,2,-2,-3,2,1,6,-7,-4
CCOC(=O)CSc1nnc(-c2ccc(S(=O)(=O)N3CCOCC3)cc2)n1-c1ccccc1,-1,2,-5,1,0,2,2,2,3
CNCC(=O)O,-1,-2,8,5,0,-6,8,14,-1
Cn1c(=O)c2c(SCC(=O)Nc3ccccc3F)nc(C3CC3)nc2n(C)c1=O,8,-5,-5,0,-2,-2,2,2,-8
O=C(Cn1nnc2ccccc2c1=O)NCCc1ccccc1,2,-5,-2,3,3,3,-5,10,-3
O=C(O)CC(NC(=O)c1ccccc1NC(=O)c1ccccc1)C(=O)O (centres undefined),-1,1,-4,0,8,-4,8,9,1
CC(C)Oc1cccc(C(=O)NC(=S)Nc2cccc(NC(=O)c3ccccc3Cl)c2)c1,-7,-9,-8,-4,-44,-1,-2,-2,-20

Bioassay records from PubChem BioAssay.

An excerpt. The share of hits here may be higher or lower than overall.
